Source: PubChem BioAssay
mIAP activ: increases mouse intestinal alkaline phosphatase activity | muIAP, CDP-Star luminescence, 30 min; stronger effect = higher value; 1 = vehicle-only enzyme signal, 0 = enzyme-free wells | activation factor at 10 µM | actives 0.24% (n = 330,000) | AID 2805;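 active = activation factor of at least 2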; also: the source names both 10 and 20 µM as test concentration; values of inactives mirror those of a sister screen read the other way
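also added = chemiluminescent substrate CDP-Star | test system = mouse IAP enzyme | signal = chemiluminescence readout | compound = DMSO-dissolved test compounds | incubation = 30 min at room temperature | benchmarks = DMSO wells, no-enzyme wells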
MIN6 prolif: MIN6 beta-cell proliferation induction. actives 0.29% (n = 330,000). AID 2380. MIN6 cells proliferation, ATPlite luminescence, 48 h; cells starved in 0.2% serum; 100% = growth in 10% serum. proliferation, % at 10 µM;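 active = compounds whose signal lies at least 3.5 SD above the mean of all wells on their plate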;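 also: 0% = DMSO-treated cells in low-serum medium and 100% = 10% serum control; some compounds called inactive have numbers as strong as hits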
hIAP activ: human IAP activation; actives 0.16% (n = 330,000); activation factor at 10 µM; purified human IAP, CDP-Star luminescence, 30 min; stronger effect = higher value; 1 = vehicle-only enzyme, 0 = enzyme-free background; P09923;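 active = activation factor of the enzyme at least 2-fold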; also: the source names both 10 and 20 µM as test concentration; values of inactives mirror those of a sister screen read the other way
Target sequence (P09923 whole entry, looked up): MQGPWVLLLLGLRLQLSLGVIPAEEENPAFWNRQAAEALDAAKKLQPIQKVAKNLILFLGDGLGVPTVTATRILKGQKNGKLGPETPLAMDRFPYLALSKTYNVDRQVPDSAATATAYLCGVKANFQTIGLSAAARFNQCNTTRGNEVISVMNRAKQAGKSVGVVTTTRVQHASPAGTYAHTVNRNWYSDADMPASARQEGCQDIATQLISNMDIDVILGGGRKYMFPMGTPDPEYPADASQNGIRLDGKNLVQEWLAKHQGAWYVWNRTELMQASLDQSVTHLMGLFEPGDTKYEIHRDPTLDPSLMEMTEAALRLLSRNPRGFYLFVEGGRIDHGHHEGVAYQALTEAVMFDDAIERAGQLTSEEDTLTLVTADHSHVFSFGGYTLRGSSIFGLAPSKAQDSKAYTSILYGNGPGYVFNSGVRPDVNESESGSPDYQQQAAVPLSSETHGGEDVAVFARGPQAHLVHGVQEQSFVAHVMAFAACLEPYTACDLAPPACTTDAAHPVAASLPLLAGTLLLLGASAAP
mIAP block: mouse IAP inhibition; actives 0.2% (n = 330,000); purified mouse IAP, CDP-Star luminescence, 30 min; AID 2806; inhibition, % at 10 µM;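 active = inhibition of at least 40% at 10 µM in the primary screen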;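 also: plate controls were DMSO with enzyme for no effect and no enzyme wells for full effect; values of inactives mirror those of a sister screen read the other way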
A3G deaminase: inhibitors of human APOBEC3G DNA deaminase; recombinant A3G, ssDNA deamination FAM/TAMRA fluorescence; inhibition, % at 20 µM; actives 0.28% (n = 330,000);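 active = inhibition of at least 40% at 20 µM, with no more than 30% in the related APOBEC3A deaminase screen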;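 also: plate controls were DMSO wells with A3G for no effect and wells lacking A3G enzyme for full effect; some compounds called inactive have numbers as strong as hits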
Target sequence (Q9HC16 whole entry, looked up): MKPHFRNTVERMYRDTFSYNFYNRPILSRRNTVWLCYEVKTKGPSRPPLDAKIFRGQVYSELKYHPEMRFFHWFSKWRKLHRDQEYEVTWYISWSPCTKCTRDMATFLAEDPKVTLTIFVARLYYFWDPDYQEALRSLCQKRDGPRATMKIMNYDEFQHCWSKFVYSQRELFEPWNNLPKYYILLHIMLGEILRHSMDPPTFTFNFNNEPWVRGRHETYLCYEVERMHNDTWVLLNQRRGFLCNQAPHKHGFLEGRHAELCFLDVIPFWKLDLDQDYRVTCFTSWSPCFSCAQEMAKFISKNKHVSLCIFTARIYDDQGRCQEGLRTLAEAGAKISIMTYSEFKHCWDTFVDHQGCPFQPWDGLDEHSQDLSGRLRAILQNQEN
APOBEC3A inh: inhibitors of human APOBEC3A DNA deaminase; P31941; recombinant A3A, FAM/TAMRA ssDNA deamination fluorescence; inhibition, % at 20 µM; actives 0.41% (n = 330,000); AID 493011;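 active = at least 40% inhibition at 20 µM here, with at most 30% in a related deaminase screen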;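 also: plate controls were A3A with DMSO for no effect and wells lacking A3A enzyme for full effect; some results filed as inactive read as strong as hits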
Target sequence (P31941 whole entry, looked up): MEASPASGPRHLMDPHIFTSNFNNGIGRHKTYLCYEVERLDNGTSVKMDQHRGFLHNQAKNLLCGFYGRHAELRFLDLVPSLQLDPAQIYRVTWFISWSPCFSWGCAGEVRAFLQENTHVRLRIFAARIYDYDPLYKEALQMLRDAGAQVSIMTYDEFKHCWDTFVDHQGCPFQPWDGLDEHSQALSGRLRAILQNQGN
MPTP block: inhibitors of mitochondrial permeability transition pore; actives 1.4% (n = 360,000); isolated mouse mitochondria, Ca2+ swelling absorbance, 30 min; inhibition, % at 10 µM;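 active = inhibition of 50% or more, scaled per plate between neutral and stimulator controls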;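 also: 0% = DMSO wells given calcium and 100% = 1 mM EGTA wells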
hIAP block: human IAP inhibition. P09923. purified IAP, CDP-Star luminescence, 30 min. inhibition, % at 10 µM. actives 0.12% (n = 330,000). AID 2544;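 active = inhibition reaching a set limit with compound at 10 µM in the primary screen, cut at about 35% in these data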;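 also: plate controls were DMSO wells with enzyme for no effect and no-enzyme buffer wells for full effect; values of inactives mirror those of a sister screen read the other way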
ATG4B inhibitor: blocks human ATG4B protease cleavage of LC3 substrate. Q9Y4P1. ATG4B cleavage of LC3-PLA2, NBD-HPC fluorescence, 1 h. inhibition, % at 8.33 µM. actives 0.51% (n = 340,000); in the data active = inhibition above about 40%
* hit, by the source's call.

SMILES | mIAP activ | MIN6 prolif | hIAP activ | mIAP block | A3G deaminase | APOBEC3A inh | MPTP block | hIAP block | ATG4B inhibitor
COc1ccc(F)c(CN2CCC(N3CCC(C(=O)N4CCOCC4)CC3)CC2)c1 | 1.1 | -2 | 1 | -9 | -4 | -7 | 1.7 | -3 | -3
CC(=O)c1ccc(C(=O)N2CCC(n3nccc3NC(=O)C3CC3)CC2)cc1 | 0.84 | 1 | 1.1 | 16 | -6 | 1 | 1.8 | -11 | -8
CCN(CC(=O)Nc1ccc(OC)cc1)C(=O)c1ccc(N2C(=O)CCC2=O)cc1 | 0.99 | 2 | 0.99 | 1 | -3 | -2 | -1.9 | 1 | 0
CCn1c(SCC(=O)N/N=C/C=C/c2ccco2)nc2ccccc21 | 0.82 | 0 | 0.98 | 18 | 1 | 2 | 2.3 | 2 | -1
CCOC(=O)C1CCCN(c2nnnn2-c2ccccc2)C1 (centres undefined) | 0.96 | 2 | 0.89 | 4 | -2 | -3 | -0.6 | 11 | -6
CC(C)(C)OC(=O)C[C@@H]1C/C=C\C[C@H](CC(=O)N(CCO)Cc2ccccc2)C(=O)N[C@@H](c2ccccc2)COC1=O | 0.91 | -3 | 0.85 | 9 | -10 | -4 | 1.0 | 15 | 5
O=C(NNS(=O)(=O)c1ccc(F)cc1)C1CCCCC1 | 1 | -2 | 0.89 | 0 | -7 | -1 | -0.7 | 11 | 3
Cc1ccnc(NS(=O)(=O)c2ccc(NC(=O)c3ccccc3F)cc2)n1 | 1 | -2 | 1 | 0 | -2 | -3 | -0.4 | -4 | -7
Cc1ccc(-c2c(C(=O)N/N=C/c3ccsc3)nnn2-c2nonc2N)cc1 | 1 | 1 | 1.2 | 0 | 0 | 0 | -1.4 | -21 | -9
CC(C)(C)C(=O)N1N=C(c2cccc(NS(C)(=O)=O)c2)CC1c1cccs1 (centres undefined) | 0.94 | -2 | 0.84 | 6 | -4 | -2 | 1.6 | 16 | 0
CC(C(=O)OCC(=O)Nc1ncc(Cl)cc1Cl)N1C(=O)c2ccccc2C1=O (centres undefined) | 1 | 1 | 1 | 0 | 1 | 0 | -1.0 | -2 | -18
CC1CCN(S(=O)(=O)c2ccc(C(=O)N(C)C3CCS(=O)(=O)C3)cc2)CC1 (centres undefined) | 1 | -4 | 1.1 | -4 | 2 | 1 | -1.5 | -13 | 5
Cc1[nH]c2ccccc2c1/C=N/NC(=O)c1cccc([N+](=O)[O-])c1 | 0.86 | -1 | 0.94 | 14 | -3 | 1 | -0.6 | 6 | -8
Nc1ccc(S(=O)(=O)NCC(=O)OCCOc2ccccc2)cc1[N+](=O)[O-] | 0.96 | -1 | 1 | 4 | -10 | -3 | 0.4 | -2 | -5
C=CCOc1ccc(/C(O)=C2/C(=O)C(=O)N(CCCn3ccnc3)C2c2cccs2)cc1 (centres undefined) | 0.94 | -3 | 1.3 | 6 | -2 | 0 | 1.2 | -30 | -2
Cc1ccc(NC(=O)c2ccc(C)c(NC3=NC4CS(=O)(=O)CC4S3)c2)cc1C (centres undefined) | 1.1 | -2 | 0.94 | -11 | -1 | -2 | 0.4 | 6 | -27
Cc1cc(C)c(S(=O)(=O)NCC(CCC(=O)O)C(F)(F)F)c(C)c1 (centres undefined) | 1 | -4 | 1 | 0 | -12 | 1 | 1.2 | -4 | -12
COc1ccc(C(=O)NC(C)c2nccs2)cc1OC1CCN(C(C)C)CC1 (centres undefined) | 1 | -4 | 1.1 | -2 | -6 | -6 | -0.3 | -13 | -7
CN(CCC#N)C(=O)COC(=O)[C@H](Cc1ccccc1)N1C(=O)c2ccccc2C1=O | 1 | 5 | 1 | -1 | -4 | -1 | 1.5 | 0 | -9
COc1cc2c(cc1OC)C1(Nc3c-2c(-c2ccccc2)nn3-c2ccccc2)C(=O)Nc2ccccc21 (centres undefined) | 0.96 | -6 | 1.2 | 4 | -10 | -2 | 2.1 | -21 | -18
COc1ccc(N2CCN(CC(=O)NCc3ccccc3)CC2)cc1 | 0.95 | 2 | 1 | 5 | 2 | -1 | -1.0 | -1 | -1
CCOc1ccc(N(CC(=O)N2CCN(c3ccccc3OC)CC2)S(=O)(=O)c2ccc(C)cc2)cc1 | 1.1 | -5 | 1 | -7 | -6 | 1 | -0.9 | -2 | -3
CCn1c(SCCN2CCOCC2)nc2c1c(=O)n(C)c(=O)n2C | 1 | -3 | 0.98 | -4 | -4 | -4 | -1.3 | 2 | -1
Cc1cc(=O)[nH]c(Nc2cccc(Br)c2)n1 | 1.1 | 2 | 1.2 | -7 | -1 | 3 | 2.8 | -18 | -9
O=C(CCS(=O)(=O)c1ccc(Cl)cc1)NCCN1C(=O)S/C(=C\c2ccccc2F)C1=O | 1 | 0 | 0.87 | -3 | -4 | 0 | 13 | 13 | -11

Only mIAP block, A3G deaminase and hIAP block, for some of the entries so far:
canonical_smiles	mIAP block	A3G deaminase	hIAP block
COc1ccc(F)c(CN2CCC(N3CCC(C(=O)N4CCOCC4)CC3)CC2)c1	-9	-4	-3
Cc1ccc(-c2c(C(=O)N/N=C/c3ccsc3)nnn2-c2nonc2N)cc1	0	0	-21
Cc1cc(C)c(S(=O)(=O)NCC(CCC(=O)O)C(F)(F)F)c(C)c1 (centres undefined)	0	-12	-4

Back to the main list, repeating the 2 entries before the break.
SMILES | mIAP activ | MIN6 prolif | hIAP activ | mIAP block | A3G deaminase | APOBEC3A inh | MPTP block | hIAP block | ATG4B inhibitor
Cc1cc(=O)[nH]c(Nc2cccc(Br)c2)n1 | 1.1 | 2 | 1.2 | -7 | -1 | 3 | 2.8 | -18 | -9
O=C(CCS(=O)(=O)c1ccc(Cl)cc1)NCCN1C(=O)S/C(=C\c2ccccc2F)C1=O | 1 | 0 | 0.87 | -3 | -4 | 0 | 13 | 13 | -11
Cc1nc2sc3c(c2c(=O)n1/N=C/c1cccnc1)CCCC3 | 0.99 | 1 | 0.83 | 0 | -4 | -1 | -1.2 | 17 | 3
O=C1CCc2cc(S(=O)(=O)Nc3ccccc3Cl)ccc2N1 | 1.2 | 3 | 1.2 | -15 | -9 | -3 | -1.0 | -17 | 1
COc1cc(C(=O)N/C(=C\c2cn(C)c3ccccc23)C(=O)N2CCOCC2)cc(OC)c1OC | 0.94 | -2 | 1.2 | 6 | -9 | -7 | 0.7 | -17 | 3
O=C(COC(=O)c1ccc(Cl)nc1)Nc1ccc2c(c1)CCC2 | 0.99 | -1 | 1 | 1 | -8 | -1 | 4.6 | -3 | 0
CCC(CC)C(=O)Nc1cccc(C(=O)c2ccccc2)c1 | 1 | -3 | 0.94 | 0 | 2 | 3 | 3.0 | 6 | -1
NS(=O)(=O)c1ccc(-c2ccc(/C=C3\NC(=S)NC3=O)o2)cc1 | 0.1 | 0 | 1 | 90* | -3 | 0 | -1.1 | -1 | -5
CC1(C)CC(=O)C2=C(C1)OC(N)=C(C#N)C2c1ccc[nH]1 (centres undefined) | 0.94 | 2 | 1.1 | 6 | -9 | -3 | 0.8 | -14 | -7
COc1cc(NC(=O)C2CC(c3ccccc3Cl)=NO2)cc(OC)c1OC (centres undefined) | 1 | -3 | 1.2 | -4 | -3 | -2 | 5.5 | -16 | 1
CS(=O)(=O)N1CCC(C(=O)NCc2ccccc2)CC1 | 1.1 | -1 | 1.3 | -6 | -12 | 4 | -1.0 | -26 | 3
COc1ccccc1/C=C1/SC(=S)N(CCC(=O)Nc2cccnc2)C1=O | 0.92 | -2 | 1.1 | 8 | 4 | -3 | -1.7 | -5 | 12
CC(C)c1cc(CNC(=O)c2ccc(OC3CCN(Cc4ccccn4)CC3)cc2)on1 | 0.98 | 0 | 0.99 | 2 | 4 | -1 | 1.5 | 1 | 1
O=C(CCS(=O)(=O)c1cccc2nsnc12)N1CCN(Cc2ccc3c(c2)OCO3)CC1 | 1 | -2 | 0.95 | -2 | -3 | 1 | 0.3 | 5 | -7
COc1cccc(N2CCN(Cc3nc(N)nc(N4CCCc5ccccc54)n3)CC2)c1 | 1.1 | -3 | 1.1 | -12 | -4 | -4 | 2.2 | -10 | 8
CC1CCN(C(=O)CN2C(=O)C(=O)N(C(C)C)C2=O)c2ccccc2S1 (centres undefined) | 0.94 | -2 | 0.89 | 6 | -2 | -3 | -0.3 | 11 | -6
CN(C)c1ccc(NC(=O)c2cccc(N3C(=O)C4C5C=CC(C5)C4C3=O)c2)cc1 (centres undefined) | 0.93 | 1 | 0.84 | 7 | -4 | -1 | -1.6 | 16 | 9
Cc1ccccc1NC(=S)NCC1CCC(CNC(=S)Nc2ccccc2C)CC1 (centres undefined) | 1.7 | -3 | 0.97 | -68 | -12 | -3 | 7.5 | 3 | 3
Cc1ccc(-c2nnc(SCC(=O)NCC3CCCO3)nc2-c2ccc(C)cc2)cc1 (centres undefined) | 0.85 | -1 | 1 | 15 | 3 | 2 | -0.1 | -4 | 3
CS(=O)(=O)CCC(C(=O)Nc1ccc2c(c1)OCO2)N1Cc2ccccc2C1=O (centres undefined) | 1.1 | -2 | 0.94 | -11 | 2 | 1 | 2.7 | 6 | -3
CCC(C)[C@H](NC(=O)N1CCn2c1nc1ccccc12)C(=O)NCc1ccc(OC)cc1 (some centres undefined) | 1.1 | -5 | 0.68 | -10 | 6 | 0 | -1.1 | 32 | -3
CC(=O)Nc1ccc(SCC(=O)NNC(=O)CN(C)S(=O)(=O)c2ccc(C)cc2)cc1 | 1 | 2 | 1.1 | 0 | -3 | 1 | -0.4 | -8 | -1
C[C@H](NC(=O)[C@H](Cc1ccccc1)n1c(=O)[nH]c2ccccc2c1=O)C(=O)N1CCC(C(=O)O)CC1 | 0.85 | 0 | 0.8 | 15 | -2 | 0 | -1.3 | 20 | -33
O=C(c1ccccc1F)N1CCN(S(=O)(=O)c2ccc(S(=O)(=O)N3CCCCCC3)cc2)CC1 | 1.1 | 3 | 1.3 | -7 | -4 | -1 | 1.5 | -29 | 3
CC(=O)N1N=C(c2ccco2)CC1c1cc2ccc(C)cc2nc1Cl (centres undefined) | 1.1 | 0 | 1.3 | -5 | -4 | -5 | 11 | -25 | -5
Cc1sc(NC(=O)c2ccco2)c(C(c2cccnc2)N2CCCC2)c1C (centres undefined) | 0.97 | -1 | 0.87 | 3 | -2 | 2 | -1.1 | 13 | -13
CC(Sc1ccc(S(=O)(=O)N2CCOCC2)cn1)c1ccccc1Cl (centres undefined) | 0.99 | -6 | 1.1 | 1 | 1 | 0 | 2.8 | -10 | -2
Continued:
SMILES | mIAP activ | MIN6 prolif | hIAP activ | mIAP block | A3G deaminase | APOBEC3A inh | MPTP block | hIAP block | ATG4B inhibitor
Cn1c(N)c(C(=O)CSc2nc(C3CC3)n(-c3ccccc3)n2)c(=O)n(C)c1=O | 0.93 | -2 | 1 | 7 | -3 | 0 | -0.3 | -2 | 1
Cc1cc(Br)ccc1NC(=O)CN1C(=S)NC(C)(C)CC1C (centres undefined) | 1 | 3 | 1.1 | -3 | -5 | 2 | -3.9 | -13 | -4
O=C(c1cccs1)N1CCCC(c2nc3c(nnn3Cc3ccc(F)cc3)c(=O)[nH]2)C1 (centres undefined) | 0.96 | -1 | 0.93 | 4 | -10 | -3 | 0.7 | 8 | -1
C=CCSC(CC)(CC)C(N)=O | 0.94 | -2 | 0.92 | 6 | 3 | 7 | 2.2 | 8 | -8
O=[N+]([O-])c1cccc(NNS(=O)(=O)c2ccccc2F)c1 | 1 | -5 | 0.96 | 0 | 32 | -4 | -1.1 | 4 | 4
NC(=O)c1ccccc1NC(=O)CCc1ccccc1 | 1.4 | 0 | 1.5 | -40 | -10 | -8 | -0.4 | -50 | -10
CC(=O)Nc1ccc(NC(=O)C(C)OC(=O)c2ccc(N(C)C)cc2)cc1 (centres undefined) | 0.99 | 0 | 1 | 1 | 1 | 3 | -1.3 | -4 | -1
